# PAX8 reporter – PAX8 transcriptional activity inhibition. 360,000 tested, 1.2% active. RMG-I TPO-luciferase reporter, SteadyGlo, 24 h. inhibition, % at 12.6 µM;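 active = mean replicate inhibition at least 60% with every replicate also reaching 60%; inconclusive = only one of the two criteria is met; inactive = mean below 60% and not all replicates reaching 60%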;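 note: luciferase light reporting Pax8 driven TPO promoter activity; plate controls were median of neutral control wells for no effect and mitoxantrone controls for full effect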
# FN deposit inh – fibronectin deposition inhibition; AH1F fibroblasts, Alexa488-fibronectin deposition fluorescence, overnight; inhibition, % at 12.6 µM; 350,000 tested, 0.086% active;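 active = mean inhibition across replicates of 30% or more, regardless of how many single replicates reach that level; inconclusive = mean under 30% yet at least half of replicates reach 30%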;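 note: positive control wells lacked labelled fibronectin entirely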
#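 Material: AH1F fibroblast monolayer depositing Alexa488-labelled fibronectin into matrix / Amount: 10000 AH1F cells per well / Signal: fluorescence 485/525 nm / Medium: DMEM, 2% serum / Compound: single dose, pinned / Incubation: 1 h cell adhesion before compound, then overnight fibronectin incubation / Reagent: Alexa488-FN, 24 nM final / Read-out: inhibition of fibronectin deposition signal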
# miR122 inh – miR-122 inhibition in Huh7 cells | activation (reporter increase), % at 12.5 µM | Huh7 miR-122 Renilla luciferase sensor, 48 h; neutral wells = 0, positive control = 100 | 340,000 tested, 0.3% active | AID 602342;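 active = mean replicate activation score at least 90 and every replicate individually at or above 90; inconclusive = only one of the two criteria met; inactive = neither criterion met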;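 note: higher luciferase means less miR-122 activity so hits act as miR-122 inhibitors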
# EWS-Fli block – blocks EWS/Fli oncoprotein-driven transcription | A673 NR0B1-luciferase reporter, viability-normalised | 350,000 tested, 0.67% active | inhibition, % at 12.6 µM | AID 651661;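 active = mean inhibition of at least 50% after viability correction, with every replicate also passing that limit; inconclusive = mean reaches 50% but only one of two replicates passes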;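 note: firefly luciferase signal divided by Alamar Blue viability fluorescence both relative to DMSO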
# CFTR F508del cor – correctors of CFTR F508del function in bronchial epithelial cells; CFBE cells, YFP halide quenching; stimulated with forskolin plus potentiator P3; % fluorescence drop versus neutral controls; activity (quench increase), % at 7.58 µM; 350,000 tested, 0.36% active;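 active = mean added fluorescence quench of at least 8% versus neutral control, with both replicates also reaching 8%; inconclusive = only one of the mean or replicate conditions met; inactive = mean below 8% and not both replicates reaching 8%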;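 note: cells transiently co-express mutant CFTR-F508del with the halide-sensitive YFP; corrector assay measuring rescue of mutant channel to the surface after 24 h compound exposure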
# GSIS activator – primary screen for activators of insulin secretion dependent on glucose, INS-1E cells, GLuc reporter luminescence. INS-1E GLuc reporter insulin secretion, 2-3 h. activation, % at 16.6 µM. 370,000 tested, 0.61% active. AID 743287;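 active = lowest replicate activation of at least 40%, so every replicate reaches that level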;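 note: 0% = median of neutral control wells and 100% = median of IBMX positive control wells; some compounds called inactive have numbers as strong as hits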
# DENV2 CPE – inhibitors of DENV2 cytopathic effect | DENV2-infected cells, cytopathic effect rescue, plate reader | CPE inhibition, % at 9.99 µM | 350,000 tested, 1.7% active | AID 651640; in the data active = CPE inhibition above about 20%, passing the limit was not always enough; inconclusive = no clear call, values can overlap the other calls; tested in BHK-21 cells;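 note: 0% = median of neutral control wells and 100% = median of positive control wells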
# The depositor's hits bear a star; ? = inconclusive; / = not tested or not shown; & = joins results of further samples; [ ] = another dose, or the depositor's remark.
SMILES,PAX8 reporter,FN deposit inh,miR122 inh,EWS-Fli block,CFTR F508del cor,GSIS activator,DENV2 CPE
CCCCn1c(/C=C/c2ccco2)nc2ccccc21,-2,-8,9,-12,/,7,3
COC(=O)c1ccccc1NC(=O)N1CCN(S(C)(=O)=O)CC1,-17,6,/,7,-3.0,-6,3
Cc1cccc(N2CCN(S(=O)(=O)c3c(C)[nH]c(C)c3C(=O)N3CCCC3)CC2)c1C,11,-3,7,/,0.4,-17,5
CSc1ccc(CN2CCN(C3CCCC3)C(CCO)C2)cc1 (centres undefined),2,4,6,3,0.6,2,-1
O=C(NNC(=S)NC(=O)c1ccccc1)c1ccc([N+](=O)[O-])cc1,-14,-3,1,14,-0.5,-9,0
O=C(CCCCCn1c(=S)[nH]c2ccc(N3CCOCC3)cc2c1=O)NC1CCN(Cc2ccccc2)CC1,13,10,-4,15,0.6,15,5
Cc1ccc(NC(=O)c2cc(=O)c3ccccc3o2)cc1,-127,0,2,/,/,/,/
Cc1cccc(NC2=NC(C)(C)N=C(N)N2)c1,0,5,13,47,-3.8,-2,-4
CC(=O)c1csc(Nc2ccccc2Cl)n1,-147,0,-4,-101,0.3,-3,-3
O=C(Nc1ccc(Br)cc1)c1ccc(N2C(=O)C3CCCCC3C2=O)cc1 (centres undefined),-1,/,-2,12,-0.5,15,-2
O=C(CNC(=O)c1ccco1)NCc1nc2ccccc2[nH]1,-7,4,-1,-2,1.6,5,-5
COc1ccc(CC(=O)Nc2ccc(/C(C)=N\NC(=O)c3ccc(Br)o3)cc2)cc1,-11,-2,/,/,0.7,6,-11
CC(C)(C)CC(=O)NC(=S)Nc1ccccc1[N+](=O)[O-],-1,-15,/,3,-1.4,/,2
O=C(O)c1ccc(CN2C[C@@H](CO)O[C@@H](n3cnc4c(NCc5ccco5)ncnc43)C2)cc1,-11,-19,-6,6,-2.2,2,?
O=c1[nH]c(-c2ccccc2)ncc1Oc1ccccc1,11,-1,1,24,-0.6,/,1
Cc1ccc(CN(C)C(=O)c2cc(COc3ccc(F)cc3Cl)on2)o1,20,-4,-7,-36,-0.3,-21,3
COc1c(C(=O)Nc2ccc(CN3CCOCC3)cc2)cc2ccccc2c1Br,0,10,4,-6,-1.0,19,1
CC(C)(C)OC(=O)N1CCC[C@H]1C(=O)N1CCC[C@H]1C(=O)NCc1ccc(F)cc1F,-2,-4,/,-4,-2.3,7,-1
C/C(=N\NC(=S)Nc1ccccc1C)C1Cc2ccccc2C(=O)O1 (centres undefined),-34,-5,-2,11,-3.5,-1,6
O=C(Nc1ncn[nH]1)c1cc(S(=O)(=O)Nc2cccc(C(F)(F)F)c2)ccc1Cl,15,-7,/,-4,-1.7,7,/
CCc1c(-c2cccc(Br)c2)ncn1CCc1ccccc1OC,-40,7,/,-9,0.3,17,1
CCCC(=O)N1C[C@@H]2[C@H](c3ccccc31)[C@@H](CO)N2C(=O)Nc1ccccc1,4,/,-5[16.7 µM],-1,-1.1,11,-3
O=[N+]([O-])c1ccccc1/C=C/CN1CCCC(CO)C1 (centres undefined),13,-4,4,-1,4.1,12,-3
O=C1COc2ccc(S(=O)(=O)CCC(=O)N3CCN(c4ccccc4)CC3)cc2N1,12,-8,-3,/,0.2,3,0
COc1ccc(-c2csc(NC(=S)NC(=O)/C=C/c3ccc(C(C)C)cc3)n2)cc1OC,-18,/,-5,/,1.3,17,-10

# 13 entries from above, with bars between the fields:
smiles | PAX8 reporter | FN deposit inh | miR122 inh | EWS-Fli block | CFTR F508del cor | GSIS activator | DENV2 CPE
CCCCn1c(/C=C/c2ccco2)nc2ccccc21 | -2 | -8 | 9 | -12 | / | 7 | 3
COC(=O)c1ccccc1NC(=O)N1CCN(S(C)(=O)=O)CC1 | -17 | 6 | / | 7 | -3.0 | -6 | 3
Cc1cccc(N2CCN(S(=O)(=O)c3c(C)[nH]c(C)c3C(=O)N3CCCC3)CC2)c1C | 11 | -3 | 7 | / | 0.4 | -17 | 5
CSc1ccc(CN2CCN(C3CCCC3)C(CCO)C2)cc1 (centres undefined) | 2 | 4 | 6 | 3 | 0.6 | 2 | -1
O=C(NNC(=S)NC(=O)c1ccccc1)c1ccc([N+](=O)[O-])cc1 | -14 | -3 | 1 | 14 | -0.5 | -9 | 0
O=C(CCCCCn1c(=S)[nH]c2ccc(N3CCOCC3)cc2c1=O)NC1CCN(Cc2ccccc2)CC1 | 13 | 10 | -4 | 15 | 0.6 | 15 | 5
Cc1ccc(NC(=O)c2cc(=O)c3ccccc3o2)cc1 | -127 | 0 | 2 | / | / | / | /
Cc1cccc(NC2=NC(C)(C)N=C(N)N2)c1 | 0 | 5 | 13 | 47 | -3.8 | -2 | -4
CC(=O)c1csc(Nc2ccccc2Cl)n1 | -147 | 0 | -4 | -101 | 0.3 | -3 | -3
O=C(Nc1ccc(Br)cc1)c1ccc(N2C(=O)C3CCCCC3C2=O)cc1 (centres undefined) | -1 | / | -2 | 12 | -0.5 | 15 | -2
O=C(CNC(=O)c1ccco1)NCc1nc2ccccc2[nH]1 | -7 | 4 | -1 | -2 | 1.6 | 5 | -5
COc1ccc(CC(=O)Nc2ccc(/C(C)=N\NC(=O)c3ccc(Br)o3)cc2)cc1 | -11 | -2 | / | / | 0.7 | 6 | -11
CC(C)(C)CC(=O)NC(=S)Nc1ccccc1[N+](=O)[O-] | -1 | -15 | / | 3 | -1.4 | / | 2

# Continued:
SMILES,PAX8 reporter,FN deposit inh,miR122 inh,EWS-Fli block,CFTR F508del cor,GSIS activator,DENV2 CPE
CC1(C(=O)Nc2cccc(Oc3ccccc3)c2)CCN1C1Cc2ccccc2C1 (centres undefined),19,1,3,18,-0.1,/,15
COc1ccc(C2(c3ccc(OC)cc3)NC(=O)N(CC(=O)NCC(F)(F)F)C2=O)cc1,11,4,3,5,-2.6,-7,0
Cn1cnc([N+](=O)[O-])c1S(=O)(=O)Oc1ccccc1,90*,-8,/,26,2.1,54*,3
CC(C)C#Cc1ccc([C@@H]2[C@H]3CN(C(=O)NC(C)C)CCCCN3[C@H]2CO)cc1,-26,/,-27[16.7 µM],-11,-1.7,16,/
O=C(CC12CC3CC(CC(C3)C1)C2)NC(=S)NCc1ccco1,-12,10,/,16,2.6,-1,3
COc1ccc(/C=N/NC(=O)CC(=O)NCCc2ccccc2)cc1OC,-15,1,5,/,/,/,/
O=C(NNc1ccccc1)C(=O)NNc1ccccc1,-11,6,7,-7,3.3,1,2
COc1ccc(N(C(C)C(=O)Nc2cccnc2)S(C)(=O)=O)cc1 (centres undefined),-13,-7,/,7,-1.7,-13,-2
C[C@H]1CN([C@@H](C)CO)C(=O)c2cccc(NC(=O)c3ccncc3)c2O[C@@H]1CN(C)C,-8,/,6[16.7 µM],10,5.3,-5,-3
Nc1ncc(-n2cncn2)c(-c2ccccc2)n1,7,-3,-5,4,-2.8,12,/
CCOC(=O)Cc1csc(NC(=O)c2ccc(N3CCOCC3)cc2[N+](=O)[O-])n1,-9,14,-14,-10,0.6,12,12
COc1ccc2c(=O)c(Oc3ccc(C(=O)O)cc3)c(C(F)(F)F)oc2c1,7,3,/,-57,-0.3,11,/
S=c1[nH]nc(-c2ccc(Cl)cc2Cl)n1-c1ccc2c(c1)OCCO2,-20,3,/,-6,-0.2,/,1
Cc1noc(C)c1NC(=O)Nc1cccc2c1O[C@@H](CN(C)S(C)(=O)=O)[C@H](C)CN([C@H](C)CO)C2=O,/,/,-4[16.7 µM],-6,0.0,13,6
N=C(N)c1ccc(Cl)cc1,22,-5,/,10,-0.9,17,/
CC(C)(C)OC(=O)NNC(=O)c1cccs1,8,1,-3,26,2.0,9,3
Cc1ccc(NC(=O)c2cc(=O)c3ccccc3o2)cc1S(=O)(=O)N1CCCCC1,13,/,/,15,2.1,8,8
Nn1cnnc1N/N=C/c1cccc(Cl)c1Cl,13,3,15,3,0.6,-15,-2
O=C(NC1CC1)C1CC(=O)N(c2cccc(Cl)c2)C1 (centres undefined),-20,/,-2,/,4.0,0,15
C[C@@H]1CN([C@@H](C)CO)C(=O)CCCn2nncc2CO[C@H]1CN(C)Cc1ccc2cccnc2c1,-18&8,2&-11,2,1&1&7,-1.5&-1.4&-1.9,19&-5,?
COc1cccc(N2CCN(C(=O)c3ccc4nc(N5CCCCC5)sc4c3)CC2)c1,-169,-5,-3,-87,-2.0,-16,-2
COc1ccc(-c2csc(N(CCCN(C)C)C(=O)c3ccccc3Cl)n2)cc1,12,2,/,14,-8.8,-31,-2
COc1cc(C(=O)NCCCCc2ccccc2)cc(OC)c1OC,25,-8,-3,3,-1.3,/,1
COc1cnc(-c2ccccn2)nc1Oc1ccc(Cl)c2ccccc12,25,9,-11,/,/,/,/
COc1ccc2c3c([nH]c2c1)[C@H](CO)N(Cc1ccccc1Cl)CC31CN(C(=O)C2CC2)C1,/,0,/,-1,2.1,-2,54*
# (cont.)
SMILES,PAX8 reporter,FN deposit inh,miR122 inh,EWS-Fli block,CFTR F508del cor,GSIS activator,DENV2 CPE
COc1ccccc1C#Cc1ccc([C@H]2[C@@H](CO)N3CCCCN(C(=O)C4CCCC4)C[C@H]23)cc1,-15,/,3[16.7 µM],-6,-0.2,/,/
Cc1cc(F)ccc1NC(=S)NC1CCCC1,13,-5,/,/,-1.6,-16,-2
C[C@H]1CN([C@@H](C)CO)S(=O)(=O)c2ccc(C#CC3CC3)cc2O[C@H]1CN(C)C(=O)CN(C)C,/,/,0[16.7 µM],-2,2.1,-6,-6
Cc1nnc(C)n1/N=C/c1cc2ccccc2nc1Cl,10,2,1,-11,-2.7,23,2
COc1cccc(/C=C2/Sc3ccc(C(=O)NCCN4CCCC4)cc3NC2=O)c1,22,20,-6,17,1.3,9,-1
COc1cc(-c2ccc3oc(-c4ccsc4)c(C#CC4(O)CCCCC4)c3c2)cc(OC)c1OC,18,0,/,11,-1.1,7,3
COCCNc1nc2cc(-c3ccc(C)cc3)sc2c(=O)n1C,-146,11,0,-110,4.9,7,-5
COc1ccc(Cc2nc(-c3cccs3)no2)cc1,-96,3,-14,-112,0.6,5,-7
COc1ccc(CNC(=O)c2cc(-c3ccncc3)nc3c(C)cc(C)cc23)cc1OC,8,/,/,9,-2.1,9,-1
C1CCN(CCC2CCCCN2)CC1 (centres undefined),-42,1,-3,-17,-0.4,/,2
COc1ccc(NC(=O)COc2ccc(N(C)S(=O)(=O)c3ccc(Cl)cc3)cc2)cc1OC,42,1,-17,31,-3.0,-41,5
COc1ccc(-c2nc(CS(=O)(=O)CC(=O)NCc3cccc(OC)c3OC)c(C)o2)cc1,4,9,3,0,1.5,-13,3
CN(CC(=O)Nc1ccc(F)c(F)c1F)C(=O)CC1OC(=O)c2ccccc21 (centres undefined),/,-11,4,9,-0.6,5,-3

# Screening results deposited in PubChem by Broad Institute.
